Screening data from PubChem BioAssay.
TNAP inh hiacc = inhibitors of human TNAP at high phosphate acceptor concentration. P05186. purified TNAP, CDP-star luminescence, 1 M DEA. inhibition, % at 20 µM. actives 0.03% (n = 200,000). AID 1135;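 active = over 50% inhibition of tissue-nonspecific alkaline phosphatase at 20 µM in the single-dose screen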;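 also: plate controls were DMSO wells for no effect and EDTA-quenched wells as full inhibition for full effect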
Target sequence (P05186 whole entry, looked up): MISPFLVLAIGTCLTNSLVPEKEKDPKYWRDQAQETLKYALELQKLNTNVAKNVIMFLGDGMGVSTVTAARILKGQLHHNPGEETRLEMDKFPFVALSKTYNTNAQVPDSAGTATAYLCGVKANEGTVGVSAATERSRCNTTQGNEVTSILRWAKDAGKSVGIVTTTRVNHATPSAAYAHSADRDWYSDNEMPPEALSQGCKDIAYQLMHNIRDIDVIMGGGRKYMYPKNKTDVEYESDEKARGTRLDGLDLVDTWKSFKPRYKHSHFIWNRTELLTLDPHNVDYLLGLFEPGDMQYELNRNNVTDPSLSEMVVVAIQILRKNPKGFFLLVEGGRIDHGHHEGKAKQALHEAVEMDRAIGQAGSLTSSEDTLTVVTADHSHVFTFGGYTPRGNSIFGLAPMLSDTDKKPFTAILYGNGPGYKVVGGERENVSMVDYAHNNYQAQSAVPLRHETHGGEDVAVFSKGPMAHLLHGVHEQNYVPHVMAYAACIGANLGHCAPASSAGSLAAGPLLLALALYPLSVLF
FLuc inh counter = Photinus pyralis luciferase inhibition counter-screen; ATPLite firefly luciferase biochemical luminescence, 10 min; actives 1.5% (n = 200,000); AID 1006; inhibition, % at 10 µM;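 active = inhibition above about 50% when tested at 10 µM, limit read from the data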
Target sequence (P08659 whole entry, looked up): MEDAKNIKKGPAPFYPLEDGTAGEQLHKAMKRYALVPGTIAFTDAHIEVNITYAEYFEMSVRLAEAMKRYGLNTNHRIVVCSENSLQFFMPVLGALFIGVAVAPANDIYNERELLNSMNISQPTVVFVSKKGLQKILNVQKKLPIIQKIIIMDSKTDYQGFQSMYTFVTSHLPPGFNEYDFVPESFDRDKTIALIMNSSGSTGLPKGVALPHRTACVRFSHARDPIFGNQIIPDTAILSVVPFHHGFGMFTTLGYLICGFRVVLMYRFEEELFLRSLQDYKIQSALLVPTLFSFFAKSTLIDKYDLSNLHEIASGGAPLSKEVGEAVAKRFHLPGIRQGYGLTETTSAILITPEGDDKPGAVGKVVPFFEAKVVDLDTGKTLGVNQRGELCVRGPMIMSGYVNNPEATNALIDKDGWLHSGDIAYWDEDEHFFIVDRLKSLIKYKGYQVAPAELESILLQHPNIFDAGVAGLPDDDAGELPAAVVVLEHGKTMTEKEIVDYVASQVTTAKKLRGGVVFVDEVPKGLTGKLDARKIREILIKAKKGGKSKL
FLuc stim CS = affects firefly luciferase, flagging false hits in luciferase stimulation screens; 200,000 tested, under 10 active; P08659; ATPlite luciferase biochemical, luminescence, 10 min; 0 = ATP-free wells, 1 = DMSO control; activation factor at 10 µM;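 active = luciferase activation factor, scaled between plate controls, of at least 2 with compound at 10 µM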
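assay system = Luciferase/luciferin detection reagent, cell-free biochemical luciferase assay | also added = ATP substrate | times = 10 min post-reagent at room temperature | measured by = luminescence from luciferase reaction | measure = luciferase activation, seen as luminescence increase over controls | benchmarks = low control with PBS replacing ATP, high control enzyme plus ATP without compound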
Lmaj promast = reduces viability of Leishmania major promastigotes; resazurin fluorescence viability; inhibition, % at 10 µM; actives 9% (n = 200,000); in the data active = inhibition above about 50%;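 also: promastigotes grown with compound for 44 hours at 28 °C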
TNAP inh noacc = blocks human TNAP activity with no phosphate acceptor present | purified TNAP, CDP-star luminescence, 30 min | inhibition, % at 20 µM | actives 0.26% (n = 200,000) | AID 1012;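 active = tissue-nonspecific alkaline phosphatase inhibition above about 50% at 20 µM in the single-dose screen, limit read from the data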;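 also: 0% = DMSO negative control and 100% = EDTA positive control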
bIAP inhibitor = blocks bovine intestinal alkaline phosphatase activity | purified bovine IAP, CDP-star luminescence, 30 min | inhibition, % at 20 µM | 190,000 tested, under 10 active | AID 1019;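 active = over 50% inhibition of intestinal alkaline phosphatase at 20 µM in the single-dose screen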
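Assay system – bovine IAP enzyme · Quantity – bovine IAP at 1/65,000,000 final dilution · Detection – CDP-star luminescence signal · Times – 30 min reaction at room temperature · Also added – CDP-star substrate at 30 µM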
RAM inhibit = yeast RAM network inhibition | S. cerevisiae dse1pr::URA3 reporter, 5-FOA growth OD615, 2 d; analog-sensitive cbk1-as2 kinase mutant strain | inhibition, % at 50 µM | actives 1.8% (n = 190,000) | AID 868;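 active = inhibition above a set limit, 3 SD over mean compound inhibition, cut at about 8.4% in these data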;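 also: 0% = DMSO-only wells with no growth and 100% = 10 µM 1-NA-PP1 full growth; inhibition rescues growth on 5-FOA so higher OD means more RAM inhibition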
APP transl inh = APP translation inhibition; SH-SY5Y APP 5'UTR-luciferase reporter, luminescence; inhibition, % at 2 µM; actives 0.82% (n = 190,000);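 active = inhibition above a set limit, derived from the sample mean plus 3 SD, cut at about 45% in these data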; also: values of inactives mirror those of a sister screen read the other way
TNAP act hiacc = increases human TNAP activity under high phosphate acceptor concentration; P05186; purified TNAP, CDP-star luminescence, 1 M DEA, 30 min; hits give high values; 0 = EDTA background, 1 = DMSO-only activity; activation factor at 20 µM; 200,000 tested, under 10 active;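 active = activation factor at least 2 at 20 µM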
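system = human TNAP | amount = enzyme diluted 1/800 final | reagent = 100 µM CDP-star substrate | signal = luminescent substrate turnover signal | dosing = one dose, 20 µM | benchmarks = EDTA negative control, DMSO positive control | measure = activation factor | timing = 30 min reaction, room temperature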
bIAP act = intestinal alkaline phosphatase (bovine) activation; purified bovine IAP, CDP-star luminescence, 30 min; hits give high values; fold of DMSO-control signal, blank-subtracted; activation factor at 20 µM; actives 0.17% (n = 200,000); AID 1016;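 active = activation factor of 2 or more at 20 µM, a signal rise over negative controls twice the positive control's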
An asterisk follows results filed as active.

SMILES | TNAP inh hiacc | FLuc inh counter | FLuc stim CS | Lmaj promast | TNAP inh noacc | bIAP inhibitor | RAM inhibit | APP transl inh | TNAP act hiacc | bIAP act
COc1ccc(-c2[nH]ncc2CN2CCN(C(=O)c3ccco3)CC2)cc1F | -3.0 | -7.1 | 1.1 | -5.4 | 30.4 | -4.6 | 1.0 | 17.1 | 1 | 1
Cn1c(=O)c2c(nc(Sc3n[nH]c(N)n3)n2Cc2ccccc2Cl)n(C)c1=O | -4.1 | -3.0 | 1 | 7.1 | 5.1 | -3.4 | -1.8 | -1.9 | 1 | 1
CC(Sc1nnc(COc2ccccc2)n1Cc1ccccc1)C(=O)O (stereo not given) | 2.9 | -0.3 | 1 | -9.6 | -0.1 | -5.6 | 0.4 | -12.3 | 1 | 1.1
CCn1c(CNC(=O)c2ccc(OC)cc2)nnc1SCC(=O)c1ccccc1 | -3.2 | -1.2 | 1 | -5.5 | 12.1 | 2.7 | 0.0 | -2.8 | 1 | 1
N#Cc1ccsc1NC(=O)CSc1nnc(-c2ccccc2)o1 | 8.0 | -3.5 | 1 | -0.4 | -4.5 | 3.6 | -1.3 | -31.4 | 0.9 | 1
O=C(CSc1nnc(SCc2cccc3ccccc23)s1)c1ccc2c(c1)OCO2 | -3.7 | -1.2 | 1 | -7.3 | -11.1 | 36.1 | 8.8* | -20.4 | 1 | 0.6
CCCn1nnc(NC(=O)c2cccc(Cl)c2)n1 | -1.6 | -3.0 | 1 | -3.9 | -1.4 | 5.1 | 0.8 | -14.0 | 1 | 0.9
C/C(CC(=O)NC(C)(C)C)=N\NC(=O)COc1ccc(C)cc1Br | 0.6 | -0.2 | 1 | -3.4 | 3.4 | 1.7 | -0.6 | -13.2 | 1 | 1
Cc1ccc(S(=O)(=O)NCCn2c(C)cc3ccccc32)cc1 | -5.8 | -5.6 | 1.1 | -1.6 | -12.6 | 9.2 | 6.0 | -3.9 | 1.1 | 0.9
Cc1c(NC(=O)/C(C#N)=C/c2ccc(-c3cc(Cl)ccc3Cl)o2)c(=O)n(-c2ccccc2)n1C | 1.2 | -6.0 | 1.1 | 8.4 | -9.8 | 6.2 | 5.0 | 1.5 | 1 | 0.9
Cc1cc(C(=O)COC(=O)c2ccc[nH]c2=O)c(C)n1-c1ccccc1 | -1.9 | 91.1* | 0.1 | 70.7* | -14.1 | 7.1 | -1.3 | -130.7 | 1 | 0.9
COc1cc(/C=C/c2cc(C(F)(F)F)[nH]c(=O)n2)cc(OC)c1OC | -3.3 | -4.6 | 1 | 2.2 | -7.7 | -0.5 | 2.1 | -12.7 | 1 | 1
O=C(CCC1COc2ccccc2O1)NCC1COc2ccccc2O1 (stereo not given) | -1.8 | -0.2 | 1 | -6.5 | -2.2 | -1.4 | 1.4 | -14.7 | 1 | 1
Cc1ccc(C)c(NNC(N)=S)c1 | -3.2 | -5.5 | 1.1 | -8.3 | 3.2 | -6.8 | 2.0 | 16.6 | 1 | 1.1
Cc1ccc(C)c(OCC(=O)Nc2ccc(S(=O)(=O)N3CCN(C)CC3)cc2)c1 | 8.0 | -4.3 | 1 | 1.2 | -0.7 | -12.6 | 0.1 | 26.0 | 0.9 | 1.1
O=C(Nc1ccc2c(c1)OCO2)C1CCN(C(=O)c2ccc(Br)cc2)CC1 | -0.4 | -1.0 | 1 | -8.3 | -4.2 | -14.1 | 0.0 | -13.9 | 1 | 1.1
Cc1cc(C)n2cc(CSc3nnc(N)s3)nc2n1 | -5.3 | -2.4 | 1 | 3.3 | -11.0 | 4.9 | 0.0 | 2.5 | 1.1 | 1
N#Cc1ccc(/C=C/C(=O)c2ccco2)cc1 | -0.5 | 10.3 | 0.9 | 30.6 | -2.4 | -8.2 | 0.1 | -5.8 | 1 | 1.1
COc1ccc(C(=O)Nc2ccc3c4c(cccc24)CC3)cc1 | 0.1 | 5.0 | 0.9 | -2.4 | -6.8 | 2.3 | 3.3 | -19.2 | 1 | 1
Cc1cc(NC(=O)CN2CCCCC2C)nc2c1c(=O)oc1ccccc12 (stereo not given) | -6.0 | -8.7 | 1.1 | -6.1 | -10.6 | -13.9 | 1.9 | -27.2 | 1.1 | 1.1

Entries above that contain bromine, in the order listed:
SMILES | TNAP inh hiacc | FLuc inh counter | FLuc stim CS | Lmaj promast | TNAP inh noacc | bIAP inhibitor | RAM inhibit | APP transl inh | TNAP act hiacc | bIAP act
C/C(CC(=O)NC(C)(C)C)=N\NC(=O)COc1ccc(C)cc1Br | 0.6 | -0.2 | 1 | -3.4 | 3.4 | 1.7 | -0.6 | -13.2 | 1 | 1
O=C(Nc1ccc2c(c1)OCO2)C1CCN(C(=O)c2ccc(Br)cc2)CC1 | -0.4 | -1.0 | 1 | -8.3 | -4.2 | -14.1 | 0.0 | -13.9 | 1 | 1.1

Reprinted at random: two compounds from above, in no set order.
SMILES | TNAP inh hiacc | FLuc inh counter | FLuc stim CS | Lmaj promast | TNAP inh noacc | bIAP inhibitor | RAM inhibit | APP transl inh | TNAP act hiacc | bIAP act
COc1ccc(C(=O)Nc2ccc3c4c(cccc24)CC3)cc1 | 0.1 | 5.0 | 0.9 | -2.4 | -6.8 | 2.3 | 3.3 | -19.2 | 1 | 1
Cc1ccc(C)c(OCC(=O)Nc2ccc(S(=O)(=O)N3CCN(C)CC3)cc2)c1 | 8.0 | -4.3 | 1 | 1.2 | -0.7 | -12.6 | 0.1 | 26.0 | 0.9 | 1.1

(cont.)
SMILES | TNAP inh hiacc | FLuc inh counter | FLuc stim CS | Lmaj promast | TNAP inh noacc | bIAP inhibitor | RAM inhibit | APP transl inh | TNAP act hiacc | bIAP act
Cc1sc(NC(=O)/C=C/c2ccco2)c(C(=O)OC(C)C)c1C | 1.1 | -6.4 | 1.1 | 10.8 | 4.0 | 5.8 | 6.9 | 12.7 | 1 | 0.9
COc1ccc2c(CC(=O)N3CCN(S(=O)(=O)c4cccs4)CC3)coc2c1 | -2.9 | -3.3 | 1 | 4.3 | -10.3 | 3.4 | 5.0 | -8.2 | 1 | 1
CC1(C)CC(=O)C2=C(C1)OC(N)=C([N+](=O)[O-])C2c1cccs1 (stereo not given) | -7.6 | -6.8 | 1.1 | -3.3 | -13.4 | 9.0 | 0.1 | -8.3 | 1.1 | 0.9
CCS(=O)(=O)n1nc(C(=O)N2CCOCC2)nc1N | -2.1 | -3.4 | 1 | -6.5 | -4.5 | 7.2 | -0.7 | -2.8 | 1 | 0.9
CC(C)c1ccc(Nc2ncccc2C#N)cc1 | -6.4 | 5.8 | 0.9 | -3.1 | -11.0 | -0.3 | 1.8 | -87.8 | 1.1 | 1
C/C(=N\OC(=O)C1CC1)C1CC1c1ccc(F)cc1 (stereo not given) | -6.0 | 2.3 | 1 | -4.3 | -8.0 | -9.2 | -0.7 | -1.3 | 1.1 | 1.1
COc1ccc(-c2c(C#N)c(N)nc3c2CCC3)cc1 | -7.6 | -3.8 | 1 | -2.3 | -1.0 | -10.6 | 4.0 | -22.7 | 1.1 | 1.1
O=c1cc(CSc2ccc(Cl)cc2)nc(N2CCCCC2)[nH]1 | -2.0 | -2.2 | 1 | 14.2 | -6.5 | 6.6 | 3.3 | -7.2 | 1 | 0.9
O=C(Cn1cnc2ccccc2c1=O)Nc1ccc(S(=O)(=O)N2CCOCC2)cc1 | -0.9 | 0.6 | 1 | -1.9 | -9.7 | -1.1 | 1.4 | -18.0 | 1 | 1
CCOC(=O)c1cccc(NC(=O)C2CCCN(S(=O)(=O)c3c(C)nn(C)c3C)C2)c1 (stereo not given) | -3.4 | -3.5 | 1 | 2.8 | -9.9 | -13.9 | 2.1 | -11.9 | 1 | 1.1
CCOC(=O)CNc1nnc(SCC(=O)OCC)[nH]c1=O | -2.7 | -8.5 | 1.1 | -7.8 | -11.5 | 8.2 | 2.7 | -5.0 | 1 | 0.9
Cc1ccc(-c2csc(C(C#N)=C3CCCC3)n2)cc1 | -2.2 | 32.3 | 0.7 | -0.5 | -10.2 | 9.2 | 5.2 | -23.4 | 1 | 0.9
O=C(OCc1cc2ccccc2[nH]c1=O)C1CCCO1 (stereo not given) | -6.8 | -10.1 | 1.1 | -1.2 | -11.9 | -2.8 | 1.0 | -5.1 | 1.1 | 1
Cc1ccc(Cl)cc1N(Cc1ccc(C(=O)NCc2cccnc2)cc1)S(=O)(=O)c1ccccc1 | -5.3 | -0.8 | 1 | 82.6* | -8.5 | -7.1 | -0.3 | -9.2 | 1.1 | 1.1
O=C(N/N=C/c1cccs1)c1cccc(NC(=O)c2ccccc2Cl)c1 | 3.3 | 15.8 | 0.8 | 37.0 | -25.7 | -6.6 | 1.7 | -3.0 | 1 | 1.1
O=S1(=O)C=C(Sc2nnc(-c3ccccc3)o2)c2ccccc21 | -1.8 | 1.9 | 1 | 17.2 | -6.5 | 2.8 | 2.6 | 95.8* | 1 | 1
O=C(NCc1cccs1)C(=O)NCC1OCCCN1S(=O)(=O)c1cccs1 (stereo not given) | -1.8 | -5.3 | 1.1 | -5.3 | -8.8 | -4.5 | 0.5 | 11.6 | 1 | 1
COc1ccc(CN(CCCN2CCOCC2)S(=O)(=O)N(C)C)cc1OC | -6.0 | -6.9 | 1.1 | -0.1 | -14.6 | 0.3 | 0.8 | -7.3 | 1.1 | 1
Cc1ccc(-c2noc(CCCN3C(=O)c4ccccc4C3=O)n2)cc1 | -1.5 | -3.4 | 1 | -6.0 | -9.3 | -3.1 | 3.7 | 6.3 | 1 | 1
CCC(CC)C(=O)Nc1cccc(C(=O)Nc2nnc(C)s2)c1 | -2.9 | 3.5 | 1 | 1.7 | -6.6 | -16.6 | 2.6 | 0.2 | 1 | 1.2
O=S(=O)(/C(=C/c1ccc(C(F)(F)F)cc1)c1nc2ccccc2[nH]1)c1ccccc1 | -3.2 | -9.9 | 1.1 | 100.4* | 0.2 | 18.2 | 2.2 | 59.9* | 1 | 0.8
CC1CN(C2=N/C(=C/c3ccc4c(c3)OCO4)C(=O)N2)CC(C)O1 (stereo not given) | -7.0 | 1.0 | 1 | -4.3 | -11.3 | 4.6 | 0.6 | 9.9 | 1.1 | 1
CSc1nsc(SC)c1C(=O)N1CCN(S(=O)(=O)c2ccc(C)cc2)C1C (stereo not given) | -2.3 | -10.8 | 1.1 | 3.6 | -12.2 | 2.6 | 0.3 | 22.4 | 1 | 1
Cc1nn(Cc2ccc(F)cc2)c2sc(C(=O)Nc3nccs3)cc12 | -5.5 | 0.1 | 1 | 49.3 | -8.3 | 6.5 | 2.5 | 1.0 | 1.1 | 0.9
Cc1ccc(C)c(S(=O)(=O)N2CCN(CC(=O)N3CCc4ccccc4C3)CC2)c1 | -0.7 | 3.1 | 1 | 24.4 | -5.1 | -19.1 | -0.9 | 0.2 | 1 | 1.2
O=C1Nc2ccccc2C(O)(C(=O)NCc2ccc3c(c2)OCO3)N1c1ccc(Cl)c(Cl)c1 (stereo not given) | -5.4 | -3.1 | 1 | -2.5 | -6.7 | -3.9 | 6.0 | -5.5 | 1.1 | 1
CN1C(=O)CC(P(=O)(c2ccccc2)c2ccccc2)N(C)C1=O (stereo not given) | 0.0 | -1.1 | 1 | -1.5 | -5.3 | 1.7 | -0.4 | 14.1 | 1 | 1
O=C1C(=O)N(CC2CCCO2)C(c2ccccc2[N+](=O)[O-])/C1=C(/O)c1ccccc1 (stereo not given) | -3.2 | -0.3 | 1 | -3.9 | -6.4 | -5.5 | 1.8 | 8.6 | 1 | 1.1
